# L3MBTL1 inh – qHTS Assay for the Inhibitors of L3MBTL1; AID 485360, 2010; AlphaScreen L3MBTL1–H3K9me1 peptide binding; Potency, µM (doses to about 57.1 µM), for inactives: top-dose activity, negative = inhibition, most hits filed as inhibitors; hit rate 0.66% among 230,000; active = well fitted inhibition curve with a large enough effect; also: nearly all actives have a fitted effect of over 60% in size
# Target sequence (Q9Y468 whole entry, looked up): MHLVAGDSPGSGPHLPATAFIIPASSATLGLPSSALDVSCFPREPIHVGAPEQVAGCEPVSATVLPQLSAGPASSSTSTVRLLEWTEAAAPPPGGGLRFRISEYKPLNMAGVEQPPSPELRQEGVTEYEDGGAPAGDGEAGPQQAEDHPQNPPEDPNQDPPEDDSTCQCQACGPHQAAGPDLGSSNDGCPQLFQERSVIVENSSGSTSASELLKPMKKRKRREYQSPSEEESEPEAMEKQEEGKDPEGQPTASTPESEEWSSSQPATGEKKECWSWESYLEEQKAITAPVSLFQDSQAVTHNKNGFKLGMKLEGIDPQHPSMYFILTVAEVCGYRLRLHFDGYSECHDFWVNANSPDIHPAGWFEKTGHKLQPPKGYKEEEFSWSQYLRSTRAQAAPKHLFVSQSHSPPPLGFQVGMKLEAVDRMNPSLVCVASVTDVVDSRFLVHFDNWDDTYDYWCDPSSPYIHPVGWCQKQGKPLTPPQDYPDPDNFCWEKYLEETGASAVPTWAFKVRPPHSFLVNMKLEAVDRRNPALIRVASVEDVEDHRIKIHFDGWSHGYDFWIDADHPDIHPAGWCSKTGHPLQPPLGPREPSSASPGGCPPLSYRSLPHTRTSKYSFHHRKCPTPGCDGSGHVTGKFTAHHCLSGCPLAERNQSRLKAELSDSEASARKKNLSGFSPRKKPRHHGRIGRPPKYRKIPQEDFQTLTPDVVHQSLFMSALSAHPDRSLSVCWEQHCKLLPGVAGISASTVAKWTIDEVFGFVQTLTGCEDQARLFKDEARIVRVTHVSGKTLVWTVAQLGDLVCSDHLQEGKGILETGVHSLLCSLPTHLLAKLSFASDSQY
#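 First, the protein-peptide complex forms for 30 min at room temperature (L3MBTL1 50 nM, biotinylated H3K9me1 peptide 75 nM). Next, compounds are pin-transferred and incubated 30 min. Finally, AlphaScreen beads are added and read after 30 min.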
# * hit, by the source's call; [ ] = remark or other dose. % is scaled to controls: 0 for no effect and ±100 for the full control effect; potency is read from the fitted curve at half-maximal effect. Only part of the results is shown. The share of hits here may be higher or lower than overall.
SMILES,L3MBTL1 inh
CCCCN1C(=O)C(=O)N(CC(=O)N2CCc3ccccc32)C1=O,2%
O=C(NC1CCC(CC2CCC(NC(=O)C(Cl)Cl)CC2)CC1)C(Cl)Cl (centres undefined),5%
O=C(COc1ccc(Cl)cc1)NNC(=O)c1ccncc1,8%
CN1CCC(N(C)S(=O)(=O)c2ccc(NC(=O)Cc3ccc(F)cc3)cc2)CC1,-22%
COc1ccccc1C(=O)NCCC(=O)NCC1COc2ccccc2O1 (centres undefined),0%
COCCCNC(=O)CN(Cc1ccccc1)S(=O)(=O)c1ccccc1,-3%
Cc1cccc(N=C2C(=O)Nc3c(Cl)cccc32)c1,-8%
COc1ccc(Cc2nnc(NC(=O)c3ccc(C)cc3)s2)cc1OC,3%
O=C(O)C(Cc1ccccc1)N=C(NS(=O)(=O)c1ccccc1)c1ccccc1 (centres undefined),12%
C[C@H](CO)N1C[C@H](C)[C@@H](CN(C)C(=O)Nc2ccccc2)Oc2c(NS(=O)(=O)c3cn(C)cn3)cccc2C1=O,-3%
COC1C(C)=C(C)C(=O)N1Cc1ccc(F)cc1 (centres undefined),1%
COc1ccc(/C=C/C(=O)Nc2ccccc2F)cc1S(=O)(=O)N1CCOCC1,3%
Cc1cc(C(=O)N2CCN(S(=O)(=O)c3ccc(F)c(Cl)c3)CC2)c(C)o1,-7%
COC(=O)[C@@]12CCCN1[C@H](c1ccc(-c3ccc(C(C)=O)cc3)c(OC)c1)[C@H]1C(=O)N(C)C(=O)[C@H]12,0%
CC(Oc1ccccc1)C(=O)Nc1nc(-c2ccncc2)cs1 (centres undefined),0%
CCN1C(=O)[C@H]2[C@@H](c3ccc(-c4ccc(C(C)=O)cc4)c(OC)c3)N[C@@](Cc3ccccc3)(C(=O)OC)[C@H]2C1=O,-13%
CC(=O)N1CCN(c2ccc(NC(=O)c3cccc([N+](=O)[O-])c3)cc2)CC1,-1%
Cc1ccc(-n2c(SCC(=O)NC3CCS(=O)(=O)C3)nc3ccccc3c2=O)cc1C (centres undefined),-1%
Cc1cc(C)n(-c2ccc(C(=O)N3CCN(S(=O)(=O)c4ccc(Cl)cc4)CC3)cc2)n1,29%
Cc1ccc(S(=O)(=O)N2CCOCC2)cc1NC(=O)COC(=O)CCc1c[nH]c2ccccc12,-12%
CC1(c2cc(F)ccc2F)NC(=O)N(CC(=O)Nc2cccc(S(=O)(=O)N3CCCC3)c2)C1=O (centres undefined),0%
C=CCC[C@H](Cc1ccc(F)cc1)C(=O)OC[C@H](Cc1c[nH]c2ccccc12)NC(=O)[C@H](CC=C)CC(=O)N[C@H](CO)Cc1ccccc1,-2%
COc1cccc(NC(=O)C(C)C)c1,2%
CCN(CC)CCn1c2c(c(SCC(=O)Nc3ccc4c(c3)OCO4)nc1=O)CCC2,0%
O=C(COc1cccc2c1CCNC2=O)Nc1ccc(Cl)cc1,-5%
COc1ccc(Br)cc1C1Nc2cccc3cccc(c23)N1,9%[2.29 µM]
COc1ccc(NC(=O)CN(C)C(=O)c2ccc(OCc3ccccc3)c(OC)c2)cc1,10%
O=C(NNC(=O)C1CCN(C(=O)Nc2ccccc2)CC1)c1ccc(F)cc1,-1%
Fc1ccc(NC(=S)N2CCc3ccccc32)cc1,-4%
CC(=O)c1cccc(S(=O)(=O)N2CCC(C(=O)Nc3cccc(C(=O)NC4CC4)c3)CC2)c1,-1%
Cc1ccc(NC(=O)COC(=O)CN2C(=O)NC3(CCCC3)C2=O)cc1Cl,-1%
Cc1ccc(S(=O)(=O)/N=C(/Nc2nc(C)cs2)c2ccccc2)cc1,3%
Cc1ccc(C(=O)NCC(c2ccco2)N2CCc3ccccc32)cc1C (centres undefined),-7%
Cc1cc(C)c(S(=O)(=O)N2CCN(C(=O)c3ccc(-n4cncn4)c([N+](=O)[O-])c3)CC2)c(C)c1,-14%
Cc1ccc(/C(O)=C2/C(=O)C(=O)N(c3ccccn3)C2c2ccc([N+](=O)[O-])cc2)cc1 (centres undefined),-7%
COc1cccc(N(CC(=O)NCCSCc2ccc(Cl)cc2)S(C)(=O)=O)c1,-4%[2.29 µM]
NS(=O)(=O)c1ccc(NNC(=O)c2ccc(Br)o2)c([N+](=O)[O-])c1,-11%
Cc1ccc(CNC(=O)c2cc(S(=O)(=O)N3CCCC3)cn2C)cc1,3%
O=C(Nc1ccccc1N1CCCC1)c1ccc(N2CCCC2=O)cc1,19%
O=C(NCc1n[nH]c(=O)c2ccccc12)C1CC(=O)N(c2ccccc2)C1 (centres undefined),-3%
CC1(C)NC(=O)N(CC(=O)N2CCN(S(=O)(=O)c3ccccc3F)CC2)C1=O,-4%
COc1cc2c(C#Cc3cccnc3)c(-c3ccsc3)oc(=O)c2cc1OC,-1%
COc1ccc(C2(C)NC(=O)N(CC(=O)Nc3ccc4ccccc4c3)C2=O)cc1OC (centres undefined),-11%
Cc1noc(C)c1C(=O)Nc1cc(Cl)ccc1N1CCOCC1,-4%
CCCCn1c(N)c(N(CC(C)C)C(=O)c2ccc(S(=O)(=O)N3CCCCC3)cc2)c(=O)[nH]c1=O,-2%
CC(N=C1NS(=O)(=O)c2ccccc21)C(=O)NCc1ccncc1 (centres undefined),6%
CCN(CC(=O)Nc1c(F)cccc1F)C(=O)C1COc2ccccc2O1 (centres undefined),5%
O=C(OCC(=O)N1CCCC1)c1c[nH]c2ccccc12,-1%
O=C(O)c1ccc(CN2C(=O)c3ccc(Oc4ccc([N+](=O)[O-])cc4)cc3C2=O)cc1,1%
COC(=O)CCC(=O)c1ccc(OC)c(Cl)c1,4%
COCCCNC(=O)C[C@H]1C[C@H](C(=O)N2CCOCC2)[C@@]2(C)c3[nH]c4cc(CCC(=O)N(C)C)ccc4c3CCN2C1=O,7%
Cc1ccc(NC(=O)c2ccc(COc3ccccc3[N+](=O)[O-])o2)nc1,0%
Cc1nc(SC(C)C(=O)Nc2c(C)n(C)n(-c3ccccc3)c2=O)nc(C)c1C (centres undefined),0%
CCOc1ccc(S(=O)(=O)N2CCN(C(=O)C3CSC4(C)CCC(=O)N34)CC2)cc1 (centres undefined),-1%
COc1ccc(Cl)cc1C(=O)O/N=C(\N)c1ccccn1,4%
Cc1cccc(C(=O)NCC(=O)N2CCN(S(=O)(=O)/C=C/c3ccccc3)CC2)c1,3%
CN1C(c2ccccc2)CC(=NO)CC1c1ccccc1 (centres undefined),-4%
c1ccc(CCCN2CCN(c3ccccc3)CC2)cc1,3%
COc1ccc(OC)c(C(=O)N(C[C@H]2CC[C@@H]([C@@H]3CC[C@H](CO)O3)O2)C(C(=O)NC(C)(C)C)c2ccc(-c3ccccc3)cc2)c1 (some centres undefined),24%
COc1ccc(OC)c(C(C)NS(=O)(=O)c2cccs2)c1 (centres undefined),3%

# Following part
SMILES,L3MBTL1 inh
COc1ccc(C(=O)NNC(=O)c2cccc(S(=O)(=O)N3CCOCC3)c2)cc1,-3%
Cn1cnc(C(=O)N2CCc3ccccc3C2)c1C(=O)N1CCc2ccccc2C1,4%
O=C(COC(=O)c1cccc(S(=O)(=O)N2CCCCC2)c1)NCc1ccccc1,-5%
Cc1c(NC(=O)C(C)Oc2cccc(F)c2)c(=O)n(-c2ccccc2)n1C (centres undefined),39%[activator]
CN(C(=O)COC(=O)c1n[nH]c(=O)c2ccccc12)c1ccccc1,2%
C=CCC1NS(=O)(=O)OC2CCCC12 (centres undefined),-3%
CCN(C[C@H]1N[C@@](Cc2ccccc2)(C(=O)OC)[C@H]2C(=O)N(Cc3ccccc3)C(=O)[C@@H]12)C(=O)Nc1ccc(F)cc1,-2%
COc1ccccc1CNC(=O)Cn1nc(C(F)(F)F)cc1C,2%
CN(C(=O)CSc1nnc(-c2ccc(C(C)(C)C)cc2)n1C)C1CCS(=O)(=O)C1 (centres undefined),-7%
CCN(c1ccc(NC(=O)c2ccc(N3CCCC3=O)cc2)cc1)C(C)C,-2%
COc1ccc(OC)c(CN2CCN(c3ccc(S(=O)(=O)N4CCCC4)cn3)CC2)c1,50%[activator]
CN1CCN(C(CNC(=O)C(=O)Nc2ccc3c(c2)OCO3)c2ccc(F)cc2)CC1 (centres undefined),-5%

# The last 2 entries of the part above open the next one.
SMILES,L3MBTL1 inh
COc1ccc(OC)c(CN2CCN(c3ccc(S(=O)(=O)N4CCCC4)cn3)CC2)c1,50%[activator]
CN1CCN(C(CNC(=O)C(=O)Nc2ccc3c(c2)OCO3)c2ccc(F)cc2)CC1 (centres undefined),-5%
C[C@H](CO)N1C[C@H](C)[C@@H](CN(C)Cc2ccc(C(=O)O)cc2)Oc2c(NC(=O)Cc3ccccc3)cccc2C1=O,2%
CC(C)c1ccc(N(CC(=O)NCCCN2CCOCC2)S(=O)(=O)c2ccccc2)cc1,-7%
COc1ccc(CNC(=O)c2cc(S(=O)(=O)N3CCCCC3)ccc2Cl)cc1OC,-2%
CCc1ccc(OC(=O)CN2C(=O)c3ccccc3C2=O)cc1,7%
Cc1cc(OCC(=O)OCC(=O)N(C)C2CCS(=O)(=O)C2)ccc1Cl (centres undefined),-13%
CCNC(=S)N1CCN(c2nc(-c3cccc(OC)c3)cs2)CC1,-12%
O=C(CN1C(=O)NC2(CCCCCC2)C1=O)Nc1ccccc1[N+](=O)[O-],1%
CCN(CC)CCCn1c2c(c(SCC(=O)N3CCc4ccccc43)nc1=O)CCC2,-10%
CC(OC(=O)CCN=C1NS(=O)(=O)c2ccccc21)C(=O)N(C)c1ccccc1 (centres undefined),2%
COC(=O)c1ccc(NC(=O)COc2cccc3c2OC(C)(C)C3)cc1,5%
CC1(C)CC(=O)C=C(c2ccc(F)nc2)C1,3%
CC(CN1CCCC1)OC(=O)c1ccccc1Cl (centres undefined),3%
CCOc1ccccc1-n1nnnc1SCC(=O)NCC1(N2CCOCC2)CCCCC1,-2%
O=C(CSc1cccc2cccnc12)Nc1ccccc1F,-2%
O=C(NCC(=O)N1CC=C(c2ccccc2)CC1)c1ccco1,11%
CC(OC(=O)Cc1n[nH]c(=O)c2ccccc12)C(=O)Nc1ccc(F)cc1 (centres undefined),5%
COc1cc(/C=C/C(=O)OCC(=O)N(C)Cc2ccccc2)cc(OC)c1OC,6%
CCN1CCN(c2ccc(S(=O)(=O)N3CCCCC3)cc2NC(=O)Cc2ccccc2)CC1,-1%
Cc1cccc(NC(=O)Nc2ccc(S(=O)(=O)Nc3onc(C)c3C)cc2)c1,2%
O=C(CSc1n[nH]c(=O)n1C1CC1)Nc1ccc(Cl)cc1Cl,-2%
CCOC(=O)C1CCN(C(=O)/C=C/c2ccc3c(c2)OCO3)CC1,4%
CC1CC(C)CN(C(=O)COc2cccnc2[N+](=O)[O-])C1 (centres undefined),10%
O=C1NN(c2ccccc2)C(=O)/C1=C\c1ccccc1,-11%
CC(C)CC(=O)C1=C(O)C(=O)N(Cc2ccccc2)C1c1ccccc1 (centres undefined),-3%[2.29 µM]
Cc1cc(C)cc(NC(=O)CCN2CCOCC2)c1,5%
CCc1nc2ccccc2n1CC(=O)NC1CCS(=O)(=O)C1 (centres undefined),3%
C=C[C@](C)(CC[C@@]1(C)C(C)CC(OC2OC(C)C(OC3OC(COC(C)=O)C(O)C(O)C3O)C(O)C2O)[C@@]2(C)C(C)=CCCC12)OC1OC(C)C(O[C@@H]2O[C@@H](C)C(O)C(O)[C@H]2O)C(O)C1O (some centres undefined),11%
N#Cc1ccsc1NC(=O)C1CCN(C(=O)c2ccc(Cl)cc2)CC1,5%
O=C(c1ccccc1Cc1ccccc1)N1CCN(S(=O)(=O)c2ccccc2Br)CC1,-7%
Cn1c(N)c(C(=O)COC(=O)COc2ccc(Br)cc2)c(=O)n(C)c1=O,4%
CC(C)n1cnnc1SCC(=O)Nc1ccc(N2CCCCC2)cc1,-6%
O=S(=O)(Nc1cc(S(=O)(=O)N2CCOCC2)ccc1Cl)c1ccccc1,2%
C[C@H](NC(=O)c1nc[nH]c1C(=O)NC1CCNCC1)C(=O)OC(C)(C)C,3%
Cc1ccc(S(=O)(=O)N(C)S(=O)(=O)c2ccc(C)cc2)cc1,29%

# Entries above with a Cl atom (17):
SMILES,L3MBTL1 inh
O=C(NC1CCC(CC2CCC(NC(=O)C(Cl)Cl)CC2)CC1)C(Cl)Cl (centres undefined),5%
O=C(COc1ccc(Cl)cc1)NNC(=O)c1ccncc1,8%
Cc1cccc(N=C2C(=O)Nc3c(Cl)cccc32)c1,-8%
Cc1cc(C(=O)N2CCN(S(=O)(=O)c3ccc(F)c(Cl)c3)CC2)c(C)o1,-7%
Cc1cc(C)n(-c2ccc(C(=O)N3CCN(S(=O)(=O)c4ccc(Cl)cc4)CC3)cc2)n1,29%
O=C(COc1cccc2c1CCNC2=O)Nc1ccc(Cl)cc1,-5%
Cc1ccc(NC(=O)COC(=O)CN2C(=O)NC3(CCCC3)C2=O)cc1Cl,-1%
COc1cccc(N(CC(=O)NCCSCc2ccc(Cl)cc2)S(C)(=O)=O)c1,-4%[2.29 µM]
Cc1noc(C)c1C(=O)Nc1cc(Cl)ccc1N1CCOCC1,-4%
COC(=O)CCC(=O)c1ccc(OC)c(Cl)c1,4%
COc1ccc(Cl)cc1C(=O)O/N=C(\N)c1ccccn1,4%
COc1ccc(CNC(=O)c2cc(S(=O)(=O)N3CCCCC3)ccc2Cl)cc1OC,-2%
Cc1cc(OCC(=O)OCC(=O)N(C)C2CCS(=O)(=O)C2)ccc1Cl (centres undefined),-13%
CC(CN1CCCC1)OC(=O)c1ccccc1Cl (centres undefined),3%
O=C(CSc1n[nH]c(=O)n1C1CC1)Nc1ccc(Cl)cc1Cl,-2%
N#Cc1ccsc1NC(=O)C1CCN(C(=O)c2ccc(Cl)cc2)CC1,5%
O=S(=O)(Nc1cc(S(=O)(=O)N2CCOCC2)ccc1Cl)c1ccccc1,2%

# Screens (PubChem)
